# KB-V1 MDR tox: kills drug-selected multidrug resistant KB-V1 cells; Potency, µM (highest dose often 46.1 µM), for inactives: at the highest dose activity change, negative = cytotoxicity, usual class: cytotoxic; AID 1347076; actives 3.4% (n = 400,000); KB-V1 MDR cells viability, CellTiter-Glo, 72 h; further: potency means the concentration at half of the fitted maximal effect; on the % scale 0 is the no-effect control and ±100 the full control effect; nearly all actives have a fitted effect of over 60% in size
#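 Luminescent ATP read-out (CellTiter-Glo, 10 min) measures survival of drug-selected KB-V1 MDR cells after 72 h, 37 degrees C compound exposure. Medium: phenol-red-free DMEM, 10% FBS. Values from fitted concentration-response curves.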
# KB-3-1 tox: kills parental KB-3-1 adenocarcinoma cells; KB-3-1 viability, CellTiter-Glo ATP luminescence, 72 h; Potency, µM (series often up to 46.1 µM), for the others: at the highest dose activity change, negative = cytotoxic, most hits filed as cytotoxic; AID 1347075; actives 1.4% (n = 400,000); further: potency means the concentration at half of the fitted maximal effect; on the % scale 0 is the no-effect control and ±100 the full control effect; nearly all actives have a fitted effect of over 60% in size
#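 72 h, 37 °C compound treatment of KB-3-1 parental cells; CellTiter-Glo added, 10 min, luminescence read. Data corrected against DMSO-only plates and normalized before curve fitting.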
# SW480 rerep: induces DNA re-replication in SW480 colon adenocarcinoma cells | SW480 DNA re-replication, Hoechst DNA content imaging, 48 h | Potency, µM (top dose mostly 46.1 µM), inactives show at the highest dose re-replication activation, most hits filed as activators | actives 1.8% (n = 340,000) | AID 624297; further: potency means the concentration at half of the fitted maximal effect; % of control where 0% means no effect; nearly all actives have a fitted effect of over 55% in size
#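 DNA re-replication was detected as more nuclei of elevated Hoechst intensity after 48 hr exposure to compound (23 nL pinned per well of 250 cells).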
# HT1080 IDH1KD tx: kills HT-1080 cells with IDH1 knockdown | actives 2% (n = 360,000) | Potency, µM (top dose mostly 46.1 µM), inactives show at the highest dose activity, negative = toxicity, usual class: cytotoxic | HT-1080 IDH1 knockdown viability, ATP luminescence, 48 h;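 further: potency means the concentration at half of the fitted maximal effect; 0% = DMSO wells and -100% = cell-free medium wells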
#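 Viability of IDH1-knockdown HT-1080 fibrosarcoma cells was assessed by CellTiter-Glo after 48 h at 37 °C with titrated compound; concentration-effect curves were classified by fit quality and response size.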
# HT1080NT lethal: kills 2HG-producing HT-1080-NT fibrosarcoma cells; HT-1080-NT fibrosarcoma viability, CellTiter-Glo ATP luminescence, 48 h; Potency, µM (highest dose often 46.1 µM), for inactives: top-dose activity, negative = less viability, most hits filed as cytotoxic; actives 1.6% (n = 360,000); AID 686970;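 further: NT is the 2HG producing partner of a matched IDH1 knockdown line; potency means the concentration at half of the fitted maximal effect; 0% = DMSO-treated cells and -100% = media-only wells without cells; nearly all actives have a fitted effect of over 55% in size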
#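 Read-out is CellTiter-Glo luminescence after 10 minutes at room temperature, following 48 hours' compound treatment of HT-1080-NT cells (750 cells/well, RPMI, 5% FBS, 37 degrees C).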
# GLP1R cytotox: cytotoxic in the GLP-1 receptor inverse agonist counter-screen; HEK293 cAMP-luciferase reporter cells, luminescence, 24 h; Potency, µM (doses to about 38.3 µM), for the others: at the highest dose activity change, negative = inhibition, most hits filed as inhibitors; AID 624418; actives 0.13% (n = 410,000);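 further: loss of luciferase light is scored as toxicity; potency means the concentration at half of the fitted maximal effect; on the % scale 0 is the no-effect control and ±100 the full control effect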
#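 To flag toxic compounds, the library was rerun on cells for 24 hr at 37 deg C and 5% CO2. Viability-linked luminescence was captured 12 min after adding luciferase detection reagent.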
# MCF10A rereplic: DNA re-replication induction in MCF 10a cells. MCF 10A DNA re-replication, Hoechst nuclear intensity, 48 h. Potency, µM (top dose mostly 46.1 µM), for the others: at the highest dose activity, positive = re-replication, most hits filed as activators. actives 2.9% (n = 350,000). AID 624296; further: potency means the concentration at half of the fitted maximal effect; % of control where 0% means no effect; nearly all actives have a fitted effect of over 50% in size
# IL-1B inflam inh: blocks inflammasome-driven IL-1 beta release; THP-1 LPS/ATP IL-1B secretion, AlphaLISA, 16 h; hits give low values; activity change, % at 57.5 µM; actives 4.7% (n = 360,000); AID 743279; in the data active means activity change below about -50%; inconclusive means mostly about -30% to -49%; further: on the % scale 0 is the no-effect control and ±100 the full control effect
#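 THP-1 cells pretreated 1 hr with compounds (up to 57.5 uM final), then stimulated with LPS (250 ng/mL final) plus ATP (1.25 mM final); secreted IL-1B measured by AlphaLISA after 16 hr, decreased signal indicating inhibition.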
# D3 ag: D3 dopamine receptor (human) agonism. D3R DiscoveRx beta-arrestin cells, luminescence, 90 min. P35462. actives 0.58% (n = 410,000). max activation, %; in the data active means max activation above about 30%; further: 0% is about no effect; mostly tested at two doses, the higher about 12 µM
# Target sequence (P35462 whole entry, looked up): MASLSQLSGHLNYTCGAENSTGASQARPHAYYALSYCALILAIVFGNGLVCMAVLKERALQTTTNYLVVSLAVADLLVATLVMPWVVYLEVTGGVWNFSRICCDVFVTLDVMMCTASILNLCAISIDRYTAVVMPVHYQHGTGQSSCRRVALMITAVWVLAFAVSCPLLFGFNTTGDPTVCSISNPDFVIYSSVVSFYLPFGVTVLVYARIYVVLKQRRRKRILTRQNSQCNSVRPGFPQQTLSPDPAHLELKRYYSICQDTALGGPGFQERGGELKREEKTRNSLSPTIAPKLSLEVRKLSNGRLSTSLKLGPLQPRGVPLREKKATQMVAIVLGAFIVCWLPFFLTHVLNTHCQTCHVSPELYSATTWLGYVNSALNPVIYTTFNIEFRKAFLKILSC
#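 Agonist-mode cell screen: cells plated at 1500/well and incubated overnight at 37 °C, then exposed to library compounds for 90 min at 37 °C. Detection reagent was added for 30–60 min at room temperature, and luminescence was read.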
# The depositor's hits bear a star; u = inconclusive; x = no result given; [ ] = another dose, or the depositor's remark. Unless noted, the call rests on the fitted dose curve; in most records, active means well fitted curve in the direction sought with a large enough effect; inconclusive means small, poorly fitted or top-dose-only effect, or another doubt; inactive means no such curve, though single readings can be large; an effect the other way counts as inactive or inconclusive.
SMILES,KB-V1 MDR tox,KB-3-1 tox,SW480 rerep,HT1080 IDH1KD tx,HT1080NT lethal,GLP1R cytotox,MCF10A rereplic,IL-1B inflam inh,D3 ag
COc1ccccc1Nc1nn2c(=O)c3ccc(C(=O)NC4CCC(C)CC4)cc3nc2s1 (configuration not stated),u,23%,x,x,x,3%,x,x,-14
COc1ccc(C(=O)/C=C/c2ccc(OC)c(CN3CCOCC3)c2)cc1,15µM*,u,u,u,-4%,-9%[1.53 µM],u,-100*,-2
Cc1ccc(Nc2nnc(SCC(=O)Nc3cccc(S(=O)(=O)NC4=NCCCCC4)c3)s2)c(C)c1,u,u,83%,0%,-10%,u,28%,u,2
COc1ccc(CCNC(=O)Cc2cc(OC)c(OC)cc2Br)cc1OC,-9%,1%,u,19%,11%,-7%,-1%,-2,-10
CCn1c(SCc2ccccc2)nnc1C1CCN(S(=O)(=O)c2ccc(OC)cc2)CC1,-3%,-8%,9%,-8%,0%,0%,16%,-7,3
COc1ccc(S(=O)(=O)N2CCOCC2)cc1NC(=O)C1CCCCN1S(=O)(=O)c1ccccc1 (configuration not stated),0%,-6%,-2%,6%,1%,-24%,-3%,u,8
CC(C)(C)OC(=O)C[C@@H]1C/C=C\C[C@@H](CC(=O)N(CCO)Cc2ccccc2)C(=O)NC[C@@H](c2ccccc2)OC1=O,u,25%,-4%,0%,-5%,5%,-1%,-4,-11
C=CCNC(=O)c1c(CSc2ccc(Cl)cc2)noc1C(=O)NCc1ccccc1,4%,-11%,u,-10%,-11%,2%,u,-13,-9
COC(=O)c1c(N2C(=O)[C@H]3[C@@H](C2=O)[C@]2(C(=O)Nc4c2ccc(C)c4C)N2CCC[C@@H]32)sc(C)c1C,u,u,4%,-21%,-18%,-17%,u,-10,-7
Cc1cc(C)cc(NC(=O)c2cc(S(=O)(=O)N3CCC(C)CC3)cn2C)c1,9%,3%,x,x,x,2%,x,x,4
O=C(CSCc1ccc(F)cc1)Nc1nc2c(s1)CCCC2,u,u,u,-17%,-15%,14%,17%,-11,-9
COc1ccc(OC)c(S(=O)(=O)N2CCC3(CC2)CC(=O)c2ccccc2O3)c1,u,11%,-2%,-17%,-4%,-4%,3%,-26,2
C[C@H](CO)N1C[C@H](C)[C@H](CN(C)C(=O)CC2CC2)Oc2cc(Br)ccc2S1(=O)=O,4%,11%,x,9%,19%,-21%,x,14,3
CC(C)N=C(NC#N)SCc1ccccc1,20%,-4%,-3%,18%,24%,-10%,1%,9,4
COc1cc(C(=O)Nc2cccnc2)cc(OC)c1OC,-17%,-11%,0%,18%,0%,4%,u,12,-1
O=C(Cn1ncc2ccsc2c1=O)N1CCN(c2ccc(F)cc2)CC1,-28%,-4%,x,x,x,2%,x,x,6
Cc1ccc(-n2nc3c(=O)n(CC(=O)c4ccc(F)cc4)nc(C)c3c2C)cc1,2.9µM*,-9%,-64%[inhibitor],-5%,0%,24%,u,-18,-9
COc1cccc(CC(NC(C)=O)C(=O)NC2CCN(S(=O)(=O)c3ccc(F)cc3)CC2)c1OC (configuration not stated),u,4%,-15%,1%,17%,9%,-37%[inhibitor],20,12
COc1ccc(-c2c(C#N)c(SCC(N)=O)nc3c2CCCC3)cc1,-16%,-17%,-9%[9.22 µM],-5%,-4%,-10%,-3%,25,-10
CCCNC(=O)Nc1cccc(C(=O)OC)c1,10%,0%,13%,-2%,-12%,1%,9%,-20,0
O=C(CCSc1ccccc1)Nc1ccc(S(=O)(=O)N2CCOCC2)cc1,0%,-7%,-2%,-11%,-14%,-20%,22%,-25,-1
CC(NCc1cc(Br)ccc1OCC(N)=O)C12CC3CC(CC(C3)C1)C2 (configuration not stated),-3%,2%,27%,-21%,-20%,-23%,u,-61*,-1
COc1ccccc1C(CNC(=O)c1ccc(NS(=O)(=O)c2ccc(F)c(C)c2)cc1)N1CCCC1 (configuration not stated),0%,-16%,20%,3%,-12%,u,7%,-1,-21
Cc1csc(SCc2ccccc2C(=O)O)n1,14%,2%,-4%,-2%,-6%,-26%,3%,10,-3
Nc1ccn([C@@H]2O[C@H](C(=O)N[C@H]3c4ccccc4C[C@H]3O)[C@@H](O)[C@H]2O)c(=O)n1,-2%,0%,x,26%,19%,-10%,x,6,7

# 4 records picked at random from the list so far, as already listed:
SMILES,KB-V1 MDR tox,KB-3-1 tox,SW480 rerep,HT1080 IDH1KD tx,HT1080NT lethal,GLP1R cytotox,MCF10A rereplic,IL-1B inflam inh,D3 ag
COC(=O)c1c(N2C(=O)[C@H]3[C@@H](C2=O)[C@]2(C(=O)Nc4c2ccc(C)c4C)N2CCC[C@@H]32)sc(C)c1C,u,u,4%,-21%,-18%,-17%,u,-10,-7
COc1cc(C(=O)Nc2cccnc2)cc(OC)c1OC,-17%,-11%,0%,18%,0%,4%,u,12,-1
COc1ccc(S(=O)(=O)N2CCOCC2)cc1NC(=O)C1CCCCN1S(=O)(=O)c1ccccc1 (configuration not stated),0%,-6%,-2%,6%,1%,-24%,-3%,u,8
Cc1cc(C)cc(NC(=O)c2cc(S(=O)(=O)N3CCC(C)CC3)cn2C)c1,9%,3%,x,x,x,2%,x,x,4

# Further records follow:
SMILES,KB-V1 MDR tox,KB-3-1 tox,SW480 rerep,HT1080 IDH1KD tx,HT1080NT lethal,GLP1R cytotox,MCF10A rereplic,IL-1B inflam inh,D3 ag
O=C1Nc2ccccc2C(O)(C(=O)NC2CC2)N1c1ccc(Cl)c(Cl)c1 (configuration not stated),u,2%,2%,13%,21%,0%,-2%,4,-2
Cc1cc(C)c2c(-n3cccc3)nn(C)c2n1,0%,-4%,-3%,1%,2%,1%,0%,17,7
CN1CCN(c2cc(CNC[C@H]3O[C@@H](n4cnc5c(=O)[nH]c(N)nc54)[C@H](O)[C@@H]3O)ccc2F)CC1,10%,0%,x,10%,11%,-9%,x,0,8
Cc1ccc2[nH]c(=O)c(CN(CCO)Cc3nnnn3CCc3ccccc3)cc2c1,u,-54%,2%,-2%,0%,-10%,u,26,-7
COc1ccccc1CNC(=O)CCN1C(=O)c2ccccc2C1=O,7%,5%,-9%,u,25%,2%,-17%,-9,10
COc1cc(-c2coc3c(C(=O)Nc4ccc(C(C)C)cc4)cccc23)ccc1O,-1%,-1%,x,21µM*,u,-9%,x,14,10
COc1ccc(C(=O)NN2C(=O)C3CCC(C)(C2=O)C3(C)C)cc1 (configuration not stated),-28%,-8%,4%,2%,10%,7%,0%,-12,-11
COc1ccccc1NC(=O)c1c(NCc2ccc(OC)c(OC)c2OC)sc2c1CCC2,26%,-3%,x,x,x,0%,x,x,-8
Cc1ccc(C(=O)N2CCC(N3CCC(C(=O)N4CCOCC4)CC3)CC2)cc1,20%,2%,x,5%,11%,-22%,x,12,1
CCCCN(CC)CCNc1ncnc2onc(-c3ccc(Cl)cc3)c12,-26%,4%,x,x,x,-16%,x,x,-7
CCN1CCN(c2ccc(S(=O)(=O)N3CCCCC3)cc2NC(=O)COc2ccc(F)cc2Cl)CC1,-8%,u,26%,18µM*,21µM*,-22%,8%,u,-15
COc1ccc(/C=N/N2C(=O)C3C4C=CC(C4)C3C2=O)cc1[N+](=O)[O-] (configuration not stated),-19%,6%,-4%,6%,5%,4%,-2%,1,-2
Cc1oc2ncnc(N3CCCCC3)c2c1C(=O)N1CCN(c2ccc(Cl)cc2)CC1,6%,0%,x,x,x,-10%,x,x,-4
COC(=O)[C@]12CCCCC=C1N(Cc1ccccc1)C(=O)[C@H](CC(=O)NCCc1ccccc1OC)C2,u,2%,x,-4%,2%,2%,x,3,2
CN1CCN(C(=O)c2ccc(Cl)c(S(=O)(=O)N3CCCCCC3)c2)CC1,u,-24%,-5%,10%,6%,-1%,-9%,0,-6
N#Cc1ccc(-c2ccc(Cl)cc2)nc1Oc1ccc(F)cc1,-15%,-12%,4%,-3%,5%,11%,6%,30,35*
Cc1ccccc1C(=O)OCC(=O)NCC1COc2ccccc2O1 (configuration not stated),1%,1%,-3%,10%,-3%,-11%,1%,0,1
COC(=O)C(NC(=O)CSc1nc(N)cc(=O)[nH]1)c1ccccc1 (configuration not stated),u,16%,-2%,12%,15%,-1%,-12%,19,5
CCC(C)NS(=O)(=O)c1ccc(S(=O)(=O)N2CCCC3(CCCCC3)C2)cc1 (configuration not stated),3.7µM*,5.8µM*,8%,-29%,-19%,-16%,u,-13,0
Cc1cc(NC(=O)CN2CCC(C)CC2)nc2c1c(=O)oc1ccccc12,0%,-3%,x,x,x,-7%,x,x,4
Cc1ccccc1NC(=S)NCc1ccc2c(c1)cc(C)n2C,21µM*,u,16µM*,u,15µM*,u,u,33,-5
CCOC(=O)c1cnc2ccc(OCC)cc2c1N1CCN(C)CC1,-20%,-6%,-2%,-4%,-4%,0%,9%,u,-11
CCOC(=O)N1CCC(NC(=O)Cn2c3c(c(-c4ccccc4Cl)cc2=O)CCC3)CC1,-4%,-1%,-1%,-2%,-3%,0%,-2%,-4,3
NC(=O)C1CCN(CC(=O)c2c[nH]c3ccc(F)cc23)CC1,-1%,2%,0%,-1%,-3%,71%[activator],1%,39,-2
Cc1ccc(-c2[nH][nH]c(=O)c(=O)c2N=Nc2ccccc2)cc1,u,-15%,-2%,2%,14%,-5%,-1%,6,-14
O=C(Nc1ccc2nc(SCc3ccccc3)sc2c1)c1cccc(F)c1,-2%,-1%,x,x,x,-7%,x,x,6
COc1ccc(Cc2nc3ccc(C(=O)N4C[C@@H](C)O[C@@H](C)C4)cc3o2)cc1OC,6%,u,1%,-4%,-5%,-7%,-3%,-12,4
Cc1onc(-c2ccccc2Cl)c1C(=O)NC(C)c1ccccc1 (configuration not stated),10%,-8%,-12%,6%,2%,6%,4%,22,2
CC(=O)Nc1ccccc1C(=O)C(=O)Nc1cccc(Br)c1,-15%,-3%,-2%,-22%,-24%,20%,-2%,-1,-18
COC(=O)c1c(NC(=O)COc2cc(C)c(Cl)c(C)c2)sc2c1CCCC2,u,7%,x,x,x,1%,x,x,-7

# Screening results as filed in PubChem BioAssay.
